# p53 reactivator: restores transcriptional activity of mutant p53. 320,000 tested, 0.063% active. Potency, µM (top dose mostly 92.2 µM), inactives show top-dose activity change, positive = activation, actives largely listed as activators. H1299 p53-A138V BP100-luciferase reporter, luminescence, 24 h. AID 504706; further: potency means the concentration at half of the fitted maximal effect; % of control where 0% means no effect; nearly all actives have a fitted effect of over 45% in size
#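 H1299 (p53-null), stable ts p53-A138V + BP100-Luc; 1000 cells/well, Opti-MEM/10% FBS; cpd 4 pt, 1:5; 24 h, 37 deg C, 5% CO2; detection reagent 10 min RT; luminescence.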
# MLL CXXC-DNA inh: MLL CXXC-DNA interaction inhibition. AID 2662. 290,000 tested, 0.037% active. Q03164. Potency, µM (titrated, usually from 115 µM), for the others: at the top dose activity change, negative = inhibition, most hits filed as inhibitors. MLL-CXXC / FITC-HOXA9 DNA fluorescence polarization; active means well fitted inhibition curve with a large enough effect in the polarisation, with a control signal flat, not every such curve was filed as active; inconclusive means small, poorly fitted or top-dose-only effect, or effect the other way, or a change in a side signal; inactive means no such curve, though single readings can be large or run the other way; the % refers to the polarisation; further: potency means the concentration at half of the fitted maximal effect
#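 Fluorescence polarization: 7 uM MLL-CXXC (stock) preincubated 5 min with compounds, then 50 nM fluorescein-HOX-A9 DNA (stock) added; 30 min ambient. Buffer 50 mM Tris-HCl pH 7.5, 50 mM NaCl, 1 mM DTT, 0.05% BSA.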
# ELG1 DNA repair: ELG1-dependent DNA repair inhibition; HEK293T ELG1-luciferase reporter, luminescence, 16 h; DNA damage induced by 5-fluorouridine; Potency, µM (doses to about 46.1 µM), for the others: at the highest dose activity change, negative = inhibition, actives largely listed as inhibitors; 330,000 tested, 2.3% active; AID 504467; further: potency means the concentration at half of the fitted maximal effect; on the % scale 0 is the no-effect control and ±100 the full control effect; nearly all actives have a fitted effect of over 55% in size
#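 5-Fluorouridine DNA damage + compound/DMSO, 2,000 cells/well, 16 h, 37 °C/5% CO2. ONE-Glo, 30 min RT, luminescence. Readout = decrease in reporter signal.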
# TRPV1 ag: activates the human vanilloid receptor TRPV1; activation, % at 8.33 µM; Q8NER1; TRPV1-expressing cells, Fluo-8 calcium influx, agonist mode; 320,000 tested, 0.19% active; in the data active means activation above about 80%; inconclusive means between about 30% and that limit; further: 0% is about no effect
#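 Cells expressing TRPV1 were dye-loaded with Fluo-8 and read kinetically: 10 s baseline, 3 min after compound (agonist portion), then 2 min after EC20 capsaicin (allosteric enhancer portion). Calcium-bound dye fluorescence at 480/520 nm.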
# Integrin act MD: integrin-mediated muscular dystrophy alleviation activation | alpha7betagal myoblasts, beta-gal FDG fluorescence, 48 h | Potency, µM (series often up to 38.3 µM), inactives show at the top dose activation, actives largely listed as activators | 350,000 tested, 0.064% active | AID 624291;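 further: potency means the concentration at half of the fitted maximal effect; 100% = response of the positive control SU9516; nearly all actives have a fitted effect of over 60% in size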
#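 Alpha7betagal+/- myoblasts (passage 13) were plated 16-24 hr, then exposed to compounds (1:260 dilution of DMSO stock) for 48 hours at 37C. After MPER lysis, β-galactosidase reporter activity was read as FDG fluorescence (ex 480/em 540) after 30 minutes.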
# A-T KAP1 phos: potential ataxia-telangiectasia treatments restoring KAP-1 phosphorylation. Potency, µM (doses to about 57.5 µM), for the others: at the top dose activation, usual class: activators. […] A-T fibroblasts, KAP-1 phosphorylation AlphaLISA; neocarzinostatin DNA damage 30 min before lysis. 320,000 tested, 0.19% active; further: potency means the concentration at half of the fitted maximal effect; % of control where 0% means no effect; nearly all actives have a fitted effect of over 45% in size
#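 hTERT-immortalized A-T patient fibroblasts ([…]), 500 cells/well in OPTI-MEM, 1% FBS, got compounds for 60 min, then NCS for 30 min at 37C. Lysates were then assayed for phospho-KAP-1 by AlphaLISA (anti-pKAP1 donor, anti-KAP1 acceptor beads), 6 hr at 25C.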
# TCR activator: activators of T cell receptors | Potency, µM (top dose mostly 9.22 µM), without a hit: at the highest dose activation of IL-2 secretion, actives largely listed as activators | primary human leukocytes, anti-CD3, IL-2 HTRF, 48 h | AID 504894 | 330,000 tested, under 10 active; further: % of control where 0% means no effect
#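 TCR engagement came from a-CD3 beads alone, with compounds added to primary human leukocytes for 48 hr. Secreted IL-2 bridged europium cryptate- and d2-labelled anti-IL-2 antibodies, giving FRET emission at 665nm after 320nm excitation.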
# BRCA1 expr act: increases BRCA1 expression. Potency, µM (titrated, usually from 46.1 µM), for inactives: at the top dose activation, hits mostly activators. MCF7-BRCA1-FFLuc reporter, luminescence, 48 h; response scale: scaled: vehicle 0%, 10 µM genistein 100%. AID 624202. 380,000 tested, 1.1% active; further: potency means the concentration at half of the fitted maximal effect; nearly all actives have a fitted effect of over 80% in size; some results filed as inactive show a strong effect at the top dose
#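 MCF7 cells carrying a BRCA1-firefly luciferase reporter (2000 cells/well, phenol-red free MEM) were attached for 2 h at 37 °C, then given compounds for 48 h. Luminescence was read 15 min after luciferase reagent; activity normalized to genistein (10 microM) and DMSO.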
# B2AR arrestin: recruits beta-arrestin to the human beta2-adrenergic receptor. P07550. beta-arrestin recruitment to beta2AR, cell-based reporter. Potency, µM (series often up to 46.1 µM), for the others: at the top dose activation, actives largely listed as activators. 330,000 tested, 0.02% active. AID 492947;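 further: potency means the concentration at half of the fitted maximal effect; 0% = DMSO controls and full agonism = EC100 isoproterenol or metaproterenol; nearly all actives have a fitted effect of over 65% in size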
# Target sequence (P07550 whole entry, looked up): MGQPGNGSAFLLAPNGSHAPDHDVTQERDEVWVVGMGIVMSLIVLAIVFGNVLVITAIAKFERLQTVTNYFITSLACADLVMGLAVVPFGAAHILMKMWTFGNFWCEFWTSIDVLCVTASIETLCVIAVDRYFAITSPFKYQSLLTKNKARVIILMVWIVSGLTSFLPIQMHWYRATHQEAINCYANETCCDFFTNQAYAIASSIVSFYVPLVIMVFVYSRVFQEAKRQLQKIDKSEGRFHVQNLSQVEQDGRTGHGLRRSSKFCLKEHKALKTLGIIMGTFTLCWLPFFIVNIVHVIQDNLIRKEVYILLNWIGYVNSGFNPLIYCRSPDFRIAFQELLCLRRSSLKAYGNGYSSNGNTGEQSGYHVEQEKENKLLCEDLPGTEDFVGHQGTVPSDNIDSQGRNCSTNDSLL
# PTAP TSG101 blk: blocks PTAP/TSG101 interaction to inhibit HIV-1 budding | AID 493005 | Q99816 | Fluorescence polarization, FITC-PTAP peptide / Tsg101 binding | 340,000 tested, under 10 active | Potency, µM (highest dose often 115 µM), for the others: at the highest dose activity change, negative = inhibition, hits mostly inhibitors; active means well fitted inhibition curve with a large enough effect in the main read-out, with a control signal flat, not every such curve was filed as active; inconclusive means small, poorly fitted or top-dose-only effect, or effect the other way, or a change in a side signal; inactive means no such curve, though single readings can be large or run the other way; further: potency means the concentration at half of the fitted maximal effect; % of control where 0% means no effect
# Target sequence (Q99816 whole entry, looked up): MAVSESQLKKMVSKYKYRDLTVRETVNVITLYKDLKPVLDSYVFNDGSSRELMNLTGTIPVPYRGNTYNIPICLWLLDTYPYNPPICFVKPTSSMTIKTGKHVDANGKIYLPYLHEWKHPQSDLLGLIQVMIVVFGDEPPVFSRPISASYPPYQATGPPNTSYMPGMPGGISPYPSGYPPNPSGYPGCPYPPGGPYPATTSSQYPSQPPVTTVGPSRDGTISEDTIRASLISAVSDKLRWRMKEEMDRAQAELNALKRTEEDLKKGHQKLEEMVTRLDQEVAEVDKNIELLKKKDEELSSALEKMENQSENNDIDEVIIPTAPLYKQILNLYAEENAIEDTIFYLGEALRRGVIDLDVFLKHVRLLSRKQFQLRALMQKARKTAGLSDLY
#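 Steps: Tsg101 binding domain dispensed (10 uM final), compounds pinned in DMSO, FITC-labeled PTAP-motif peptide added (50 nM final); after 20 min binding at room temperature, polarization measured.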
# * = called active by the depositor; ? = inconclusive; . = not tested or not shown; & = joins results of further samples; [ ] = remark or other dose. Unless noted, the call rests on the fitted dose curve; in most records, active means well fitted curve in the direction sought with a large enough effect; inconclusive means small, poorly fitted or top-dose-only effect, or another doubt; inactive means no such curve, though single readings can be large; an effect the other way counts as inactive or inconclusive.
SMILES,p53 reactivator,MLL CXXC-DNA inh,ELG1 DNA repair,TRPV1 ag,Integrin act MD,A-T KAP1 phos,TCR activator,BRCA1 expr act,B2AR arrestin,PTAP TSG101 blk
N#C/C(=C\c1ccc(N2CCCCC2)o1)C(N)=O,-3%,?,?,9,27%,-5%,-3%,60%,0.0%,?
Cc1ccc(CN2CCN(Cc3ccc4cc(F)ccc4n3)CC2CCO)o1 (configuration not stated),-2%,9%,-20%,-1,21%,2%,3%,0%,0.0%,1%
Cc1ccsc1/C=C1/SC(=O)N(CC(=O)N2CCCC2)C1=O,1%,7%,?,16,-1%,14%,-10%,57%,-0.3%,-2%
Cn1c(=O)oc2cc(S(=O)(=O)N3CCCC(C(=O)N4CCc5ccccc5C4)C3)ccc21 (configuration not stated),-1%,20%,?,8,-27%,-2%,2%,-39%,-0.8%,2%
O=C(COC(=O)C1CC2C=CC1C2)Nc1ccccc1[N+](=O)[O-] (configuration not stated),9%,.,0%,.,-8%,7%,-7%,3%,2.4%,-1%
CCOc1ccc(CCNC(=O)C2CCCN(S(=O)(=O)N3CC(C)CC(C)C3)C2)cc1OCC (configuration not stated),-5%,0%,-8%,10,28%,0%,-4%,-3%,-0.6%,-3%
Cc1[nH]n(-c2ccccc2)c(=O)c1/C=N/N1C(=O)c2cccc3cccc(c23)C1=O,15%,-20%,?,-1,-32%,4%,-4%,0%,-0.5%,-4%
COc1ccc([C@H]2CC(=O)C=C(c3cccc(OC)c3)C2)cc1,6%,.,?,26,-7%,17%,-14%,16%,0.3%,-5%
O=C(NCCCN1CCCC1=O)c1cccc(S(=O)(=O)NCc2ccccc2)c1,-2%,.,2%,-2,-2%,3%,1%,-11%,-0.1%,-1%
O=C1CC(c2ccccc2Cl)CC(O)=C1C=Nc1ccccc1 (configuration not stated),7%,6%,1%,17,-17%,1%,5%[46.1 µM],-26%,-0.1%,1%
CC1(C)CC(=O)N(c2cc(Cl)ccc2Cl)C(=O)C1,15%,6%,?,0,-21%,3%,-2%,3%,0.1%,-4%
Cc1nn(-c2ccc(Cl)cc2)c2sc(C(=O)N3CCN(c4ccccn4)CC3)cc12,-7%,-2%,?,-7,-15%,.,-5%,-43%,-0.2%,-2%
COc1ccc(O)c(C(=O)c2cc(C#N)c(=O)n(CCN3CCOCC3)c2)c1,15%,-6%,14%,0,11%,8%,1%,24%,0.4%,-3%
CCOC(=O)C1CCN(C(=O)Nc2ccc3snnc3c2)CC1,-7%,-6%,-2%,?,-18%,2%,0%,-39%,-0.3%,0%
Cc1ccc(C(=O)Nc2cc(=O)n(C)c(=O)n2C)cc1C,-2%,4%,-6%,.,2%,5%,-4%,0%,0.3%,-4%
CS(=O)(=O)N1CCN(c2nc(-c3ccccc3)cs2)CC1,2%,8%,?,16,9%,4%,2%,62%,-0.1%,-8%
NC(=O)c1ccc[n+](CC(=O)Nc2ccccc2C(=O)O)c1,0%,?,10%,0,16%,0%,0%,1%,-0.4%,-2%
Cc1ccccc1N/C=C/C(=C(C#N)C#N)N(C)C,15%,-6%,-6%,0,-9%,-1%,-1%,4%,0.0%,-6%
CCOc1ccccc1C(=O)Nc1c[nH]c(=O)[nH]c1=O,?,1%,-8%,3,22%,4%,2%,-38%,0.1%,-3%
CC(C)C(=O)Nc1ccc2c(c1)C(=O)N(CCC(=O)O)C2=O,1%,7%,-3%,1,14%,3%,-1%,8%,-0.1%,3%
CCOC(=O)C1CN(S(=O)(=O)c2cccs2)c2ccc(CC(=O)OC)cc2O1 (configuration not stated),-23%,-4%,-21%,19,?,12%,-2%,20%,-1.0%,-4%
CCn1c(-c2ccncc2)n[nH]c1=S,3%,3%,-6%,-2,5%,0%,6%,6%,-0.3%,-2%
CC1=C(c2ccccc2)[N+](=O)C2(CCCC2)N1[O-],1%,6%,3%,0,12%,9%,6%,6%,-0.1%,-6%
CC(=O)N1N=C(c2cccs2)CC1c1cc2cc(C)ccc2nc1Cl (configuration not stated),1%,5%,3%,5,2%,17%,-1%,0%,0.1%,-2%
O=C(OCc1ccccc1)c1cnc(Cl)c(Cl)c1,1%,10%,1%,2,-16%,-6%,9%,-35%,0.1%,0%
COc1ccc(C2C(C#N)=C(/N=C/N3CCOCC3)OC3=C2C(=O)CC(C)(C)C3)cc1OC (configuration not stated),-2%,3%,-1%,3,-5%,.,-8%,3%,0.2%,-4%
CC(Oc1cccc(Cl)c1)C(=O)NNC(=O)c1cccnc1 (configuration not stated),-3%,.,21%,.,2%,19%,1%,-3%,-0.5%,0%
Cc1ccc(F)c(C2=CC(=O)C[C@H](c3ccc(F)cc3)C2)c1,-6%,.,-3%,16,-17%,19%,-7%,0%,-1.1%,-2%
CC(=O)N1CC(c2ccccc2)C(c2ccc(Cl)cc2)=N1 (configuration not stated),-7%,8%,-3%,?,16%,4%,3%[46.1 µM],-29%,-0.4%,1%
CCSc1nnc(NC(=O)NC(CC)(C(F)(F)F)C(F)(F)F)s1,14%,6%,?,0,-56%[inhibitor],3%,7%,-87%,0.0%,-3%
O=C(NN=C1CCCCCC1)NC1CCCCC1,10%,-7%,?,-2,?,.,0%[46.1 µM],-10%,-2.6%,0%
CCOC(=O)c1cn(CC)c2cc(N3CCOCC3)c(F)cc2c1=O,-2%,0%,-1%,-2,16%,-3%,-3%[46.1 µM],-47%,-0.3%,1%
Cc1cc2nc(-c3cccc(NC(=O)c4ccc(Br)o4)c3)oc2cc1C,4%,21%,11%,3,12%,-1%,5%,?,0.2%,-6%
O=S(=O)(c1cccs1)N1CCN(c2ccccc2)CC1,15%,8%,13%,-2,-3%,1%,-5%,-3%,-0.3%,0%
O=C1N(CN2CCN(c3cccc(Cl)c3)CC2)c2ccccc2C12OCCCO2,0%,4%,10%,2,23%,1%,6%,4%,-0.2%,2%
CCOC(=O)C1CCCN(C(=S)Nc2ccc(OC)cc2)C1 (configuration not stated),4%,18%,9%,16,?,1%,8%,0%,0.1%,-2%
CCc1ccc(OCC(=O)N/N=C/c2cc([N+](=O)[O-])ccc2N2CCCCCC2)cc1,18%,2%,?,-4,11%,-5%,4%[46.1 µM],-55%,-0.9%,-3%
O=C(NCc1ccccn1)c1cc(-c2ccc(Cl)cc2)nc2ccccc12,4%,0%,?,17,-16%,-4%,-4%[46.1 µM],-10%,-0.1%,0%
COc1cc([N+](=O)[O-])ccc1-c1ccc(/C=N/NC(N)=O)o1,2%,80%[activator],6%,3,-11%,-8%,9%,0%,-0.5%,7%
CC(CO)NCC12CC3CC(CC(C3)C1)C2 (configuration not stated),0%,?,-7%,-2,0%,-1%,4%,-3%,-0.3%,2%
Cc1ccc(-c2nc(CN(C)Cc3ccc4nccnc4c3)c(C)o2)s1,-3%,-2%,-15%,2,42%,14%,-7%,-11%,-0.1%,-2%
CC(=O)Nc1ccc(N2C(=O)CSC2c2ccc([N+](=O)[O-])cc2)cc1 (configuration not stated),-6%,6%,-14%,-4,-8%,-3%,-21%,-8%,-0.3%,2%
CC1CCCC(NC(=O)CSc2nnnn2C)C1C (configuration not stated),3%,9%,6%,3,3%,6%,-7%,12%,-0.1%,-9%
CCn1c(C)[n+](Cc2ccccc2)c2ccc(Cl)cc21,0%,7%,15µM*,0,10%,-2%,-6%,-16%,-0.1%,-4%
COc1ccc(N)c2c1C(=O)c1ccccc1C2=O,5%,?,?,-5,23%,-1%,4%[46.1 µM],?,-2.5%,5%
COc1ccc(C)cc1NC(=O)c1ccc2c(SCC(=O)O)c3c(nc2c1)CCCC3,-2%,-5%,13%,1,2%,-7%,-1%,1%&24%,-0.2%,-1%
CCN(CC(=O)NCc1cccs1)C(=O)/C=C/c1cccc(Br)c1,0%,.,0%,28,-6%,11%,.,-7%,0.2%,0%
S=C1Nc2cc(Cl)ccc2Sc2ccccc21,-3%,7%,15%,1,19%,-3%,-3%[46.1 µM],-2%,-0.8%,0%
O=C(COC(=O)/C=C/c1ccccc1[N+](=O)[O-])Nc1ccc(S(=O)(=O)N2CCOCC2)cc1,22%,.,10%,.,-9%,-1%,-4%[46.1 µM],-1%,-0.6%,-4%
Cc1ccccc1NC(=O)C(=O)c1cn(C)c2ccccc12,5%,-3%,?,4,16%,-2%,0%,9%,-0.1%,-2%
Cc1sc2ncn(CC(=O)NCc3ccco3)c(=O)c2c1-c1ccccc1,10%,8%,-3%,3,-38%,7%,1%,-20%,-0.1%,-2%
